Screens: PubChem, NCI
All columns: NCI-60 one-dose screen, growth in % after 48 h at 10 µM unless noted; 100 = growth as untreated, 0 = no growth, -100 = all killed.
HL-60(TB): HL-60(TB) leukemia cells. 78,000 tested, 9% active; active = growth percent below 10
Starred values were filed as active, the others as inactive; & = joins results of further samples; [ ] = remark or other dose.

SMILES | HL-60(TB)
COC(=O)c1cc(=O)nc(NN=C(C)C)s1 | 122.3
C(=N\Nc1nc(-c2ccccc2)cs1)/c1nc2ccccc2n1C1CC1 | 105.4
O=C(O)c1ccc(N/N=C/c2cn(-c3ccc(C(=O)O)cc3)nc2-c2cccc(F)c2)cc1 | 134.9
C#Cc1cccc(Nc2nc(Cl)nc3cc(NC(=O)CCl)ccc23)c1 | -45.8*
CCOC(=O)c1c(C)nc2c(c1N)/C(=C/c1ccccn1)C(=O)N2Cc1ccccc1 | -6.0*
CC1(C)[C@@H](NCO)CC[C@]2(C)[C@H]3C(=O)C=C4[C@@H]5C[C@](C)(CO)CC[C@]5(C)CC[C@@]4(C)[C@]3(C)CC[C@@H]12 | 58.2
COC(C)CCOC(=O)c1cccc(C)c1 (stereo unspecified) | 98.7
S=C1SC2=Nc3ccc(Cl)cc3C(c3ccccc3)N2C2=NCCN12 (stereo unspecified) | 61.7
CCN(CC)C(=S)SCCO | 101.6
CN(C)c1ccc(/C=C/C=N/NC(=O)CSc2nc3ccccc3c(=O)n2CCc2ccc(S(N)(=O)=O)cc2)cc1 | 98.6
CN(C)c1ccc(Nc2c3ccccc3nc3ccccc23)cc1 | -2.2*
CCN(CC)CCNc1ccc(N=Nc2cnc3ccccc3c2)c2ccccc12 | -72.2*
COc1ccc(OC)c(-c2cc(-c3ccccc3)c(C#N)c(SC)n2)c1 | 96.6
NC1=C(O)C(=O)C(c2cccc3ccccc23)O1 (stereo unspecified) | 104.6
FC(F)(F)Sc1ccc(/C=C/c2cc(/C=C/c3ccc(SC(F)(F)F)cc3)n(-c3cccc(C(F)(F)F)c3)n2)cc1 | 91.3
O=[N+]([O-])c1cccc(C2c3ccccc3Oc3ccccc32)c1 | 99.0
O=C(O)c1ccc(-n2cc(C(=O)O)c(-c3ccc4ccccc4c3)n2)cc1 | 92.3
Cc1ccc(C(C)(C)C)c(O)c1 | 101.4
ON1CCCC1 | 82.3
Clc1ccccc1CN1CCCC1 | 95.8
Cc1ccccc1C(N)=O | 103.6
c1cnc2nc3c4ccccc4c4ccccc4c3nc2c1 | 92.8
C=CC(=O)Nc1cccc(-c2nc(SC)nc(NCCO)c2C#N)c1 | 90.5
CC(C)(SCc1ccccc1)C(N)C(=O)O (stereo unspecified) | 102.4
COc1ccc(/C(=C2\O[C@@H]([C@H]3COC(C)(C)O3)[C@H]3OC(C)(C)O[C@@H]23)c2cc(OC)c(OC)c(OC)c2)cc1O | 20.7
NS(=O)(=O)Nc1ccc(C(=O)NC(C(=O)NO)c2ccc(-c3cc(F)c(F)c(F)c3)cc2)cc1 (stereo unspecified) | 80.2
Cc1nc(C#N)c(N2CCC(c3nc(-c4ccccc4)no3)CC2)o1 | 101.1
Clc1ccc(CNc2ccc3nc(CCC4CCCCC4)[nH]c3c2)cc1 | 24.8
Clc1ccc2oc3ccc(Cl)cc3c2c1 | 111.3
N#Cc1cn(-c2ccc(Cl)cc2Cl)c(C(=O)c2cccnc2)c1N | 91.3
Nc1nc(N)c(N=Nc2ccc(S(=O)(=O)c3ccc(N=Nc4c(N)nc(N)[nH]c4=O)cc3)cc2)c(=O)[nH]1 | 101.2
N#Cc1nc(-c2ccco2)cc(-c2ccc(Nc3nc(N4CCCCC4)nc(N4CCCCC4)n3)cc2)c1N | 93.2
Fc1ccc(-c2cs/c(=N\N=C\c3ccc(Cl)cc3)n2/N=C/c2ccc(Cl)cc2)cc1 | 66.6
O=C1C(c2c(O)[nH]c3ncccc23)=Nc2ccccc21 | 173.2
CCCSc1cc(SCCC)nc(N)n1 | 118.8
NC(=O)c1[nH]cnc1/N=N/N1CCCC1 | 85.3
CCCCCCC(C)OC(=O)c1ccccc1C(=O)O (stereo unspecified) | 82.2
COc1ccc(OC)c2c1C(=O)CC2C (stereo unspecified) | 102.5
COc1ccc(-n2nc(C(=O)Nc3ccc(Cl)cc3)nc2-c2cc(OC)c(OC)c(OC)c2)cc1 | 103.5
CCCNNC(=O)/C=C/c1ccc(CNCCc2c(C)[nH]c3ccccc23)cc1 | 33.3[2.5 µM]
CCOc1cccc(OCC)c1 | 88.5
FC(F)(F)c1ccc(Nc2ccc(C(F)(F)F)cc2)cc1 | 91.8
Cc1occc1-c1n[nH]c(=S)n1N1C(=O)CSC1=S | 99.2
CNC(=O)c1ccc(S(=O)(=O)Nc2ccc(NC(=O)CCCC(=O)O)cc2)cc1 | 103.5
[2H]C([2H])([2H])Oc1ccc(/C=C/C(=O)/C=C(O)/C=C/c2ccc(OC([2H])([2H])[2H])c(OC([2H])([2H])[2H])c2)cc1OC([2H])([2H])[2H] | 54.5
Cc1ccc2oc(=O)c3c(c2c1)OC(N)=C(C(N)=O)C3c1ccc([N+](=O)[O-])cc1 (stereo unspecified) | 101.4
CC(N)CCCO (stereo unspecified) | 105.2
CC(=O)Nc1ccccc1F | 98.1
CC1=C(C(=O)Nc2ccccc2C)C(c2cccc([N+](=O)[O-])c2)C(C(=O)Nc2ccccc2C)=C(C)N1 | 87.9
O=C(O)c1c[nH]c2c(Cl)cccc2c1=O | 105.6
Cc1ccc(Cc2cnc(NC(=O)c3ccc(/C=C4\SC(=S)N(C)C4=O)cc3)s2)cc1 | 18.0
Cc1ccc(N2N=C(C(=O)N(C)C)N(C)CC2=O)cc1 | 101.5
Cc1nc(-c2ccccc2)no1 | 96.3
CCOC(=O)c1c(C)oc2ncnc(N3CCN(C(=S)Nc4ccccc4)CC3)c12 | 94.7
COc1cc(C(=O)NCc2ccc(OCCN(C)C)cc2)cc(OC)c1OC | 101.6&102.2
CCCCCn1cnc2c(=S)nc[nH]c21 | 95.0
CCC1CN1P(=O)(c1ccccc1)N1CC1CC (stereo unspecified) | 91.3
O=C(Cc1ccccc1)NNc1ccccc1 | 34.6
CC12C(=O)OC(=O)C1C1c3ccccc3C2c2ccccc21 (stereo unspecified) | 96.0
O=C(O)c1cn(C2CC2)c2cc(N3CCN(C(=O)N/N=C/c4cccs4)CC3)c(F)cc2c1=O | 101.2
The listing continues:
SMILES | HL-60(TB)
CC(=O)Oc1c(C(=O)O)ccc2ccccc12 | 99.7&94.2
O=C1/C(=C/c2ccc(Cl)cc2Cl)CN(S(=O)(=O)c2ccccc2)C/C1=C\c1ccc(Cl)cc1Cl | 11.0
Cc1nc2sc(C(=O)Nc3ccccc3)c(N)c2c(C)c1Br | 95.1
O=C(CCn1cc[n+](CC(=O)c2ccc(Br)cc2)c1)Nc1cccc2cccnc12 | 80.5
COc1ccc(CCNC(=O)C(=O)[C@H](Cc2ccccc2)NC(=O)c2oc3cc(O)ccc3c(=O)c2C)cc1 | 83.5
CCN(CC)c1ccn(CC(=O)NCCC(C)C)c(=O)c1 | 97.1
Cc1nc2ccccc2c(/C=C/c2ccc(Br)cc2)c1C(=O)/C=C/c1ccccc1 | 2.7*
CCCCCCCOc1nc2c(c(=O)n(C)c(=O)n2C)n1C | 108.3
CS(=O)(=O)OCc1cn(-c2ccc(S(N)(=O)=O)cc2)nn1 | 93.2
CC(=O)Oc1cccc2c1C(=O)c1c(OC(C)=O)cc(C(=O)O)cc1C2=O | 90.8
C[C@@H](Nc1c(C#N)cnc2ccc(-c3cnc4[nH]ncc4c3)cc12)c1ccccc1 | 35.2
N#Cc1c(/N=C\NNC(=O)c2ccccc2O)oc(-c2ccccc2)c1-c1ccccc1 | 79.7

Reprinted from above for reference:
SMILES | HL-60(TB)
CC(=O)Oc1c(C(=O)O)ccc2ccccc12 | 99.7&94.2
O=C1/C(=C/c2ccc(Cl)cc2Cl)CN(S(=O)(=O)c2ccccc2)C/C1=C\c1ccc(Cl)cc1Cl | 11.0

Carrying on.
SMILES | HL-60(TB)
COc1ccc(-c2nc3c(c(-c4ccccc4)nn3-c3ccccc3)c(-c3ccc(N4CCN(C)CC4)cc3)c2C#N)cc1 | 80.4
COc1cc(-c2nc3sc4c(c3c(=O)[nH]2)CCCCCC4)cc(OC)c1OC | -19.3*
CC(C)(C)n1cc(-c2ccnc(NCCCNS(=O)(=O)c3ccc(C(F)(F)F)cc3)c2)c(-c2cccc(F)c2)n1 | 94.6
ClC(Cl)(Cl)C1OCCCO1 | 108.1
O=C(O)c1cccc(-n2c(O)c(C=C3N=c4ccccc4=N3)sc2=S)c1 | 99.0
Brc1cc(Br)c(N=Nc2c(Br)cc(Br)cc2Br)c(Br)c1 | 93.0
NC(=S)c1c(N)n(C2OC(CO)C(O)C2O)c2ncnc(N)c12 (stereo unspecified) | -43.6*
Cc1nc2nc(N)nc(N)c2nc1C | 94.2
O=C(/C=C/c1cccc(O)c1)c1cccc(-n2cc(-c3ccccc3)[nH]c2=O)c1 | 42.1
Cc1cn(-c2cc(NC(=O)c3ccc(C)c(Nc4nccc(-c5cccnc5)n4)c3)cc(C(F)(F)F)c2)cn1 | 53.3
Nc1cccc(-c2nc3sccn3c2-c2ccnc(NCCNS(=O)(=O)c3ccc(F)cc3)n2)c1 | 112.5
CCCCCCCC[Si](OCC)(OCC)OCC | 94.3

Rewritten field by field: 4 of the compounds above.
mol: Cc1cn(-c2cc(NC(=O)c3ccc(C)c(Nc4nccc(-c5cccnc5)n4)c3)cc(C(F)(F)F)c2)cn1
  HL-60(TB): 53.3

mol: NC(=S)c1c(N)n(C2OC(CO)C(O)C2O)c2ncnc(N)c12 (stereo unspecified)
  HL-60(TB): -43.6*

mol: COc1cc(-c2nc3sc4c(c3c(=O)[nH]2)CCCCCC4)cc(OC)c1OC
  HL-60(TB): -19.3*

mol: O=C(O)c1cccc(-n2c(O)c(C=C3N=c4ccccc4=N3)sc2=S)c1
  HL-60(TB): 99.0

(further entries)
SMILES | HL-60(TB)
CCOP1(=O)CC(C)=C(Cl)C(P(=O)(O)O)C1 (stereo unspecified) | 11.5
COc1c(C(C)=O)c(OCCCCOc2c(C(C)=O)c(OC)c3ccoc3c2OC)c(OC)c2occc12 | 57.4
NC(=O)c1cc(C(N)=O)nc(Cl)n1 | 67.7
CCCN(CCC)CCCNC(=O)c1cc2c(-c3ccc(OC)c(OC)c3)nn(C)c2s1 | -13.4*
OC(c1cc2cc(Cl)c(Cl)cc2c2cc(C(F)(F)F)ccc12)C1CCCCN1 (stereo unspecified) | -21.0*
O=C(Cc1ccccc1)N(c1ccccc1)c1ccccc1 | 85.6
N#Cc1ccc2c3cccc4[nH]c(=O)nc(c5cccc1c25)c43 | 97.8
O=C1OC(=O)[C@H]2[C@@H]3CC[C@@H](C3)[C@@H]12 | 104.0
CCOc1cc(OCC)cc(C(=O)Nc2cnc(Nc3ccc(N4CCOCC4)cc3)nc2Oc2ccc(OC)cc2)c1 | 77.2
COC(=O)N/N=C/c1cc(OC)ccc1O | 100.4
CCOC(=O)Sc1ncnc2nc[nH]c12 | 3.0*
COc1cc(-c2csc(NC(=O)c3cc(N4CCOCC4)cc(C(F)(F)F)c3)n2)cc(OC)c1OC | 54.2
Clc1ccc(/C=N\N2CCCCCC2)c(Cl)c1 | 106.4&98.0
Cc1nn(CO)c(C)c1Br | 106.8
O=C(O)CCCn1cc(COP(=O)(OCc2cn(CCCC(=O)O)nn2)C(c2ccccc2)(c2ccccc2)c2ccccc2)nn1 | 103.9
FC(F)(F)c1ccccc1C#Cc1ccccc1C#Cc1ccc(OCCCCCCOc2ccc(C#Cc3ccccc3C#Cc3ccccc3C(F)(F)F)cc2)cc1 | 125.8
CC(C)(C)n1cc(-c2ccnc(NCCNS(=O)(=O)c3ccccc3)c2)c(-c2cccc(F)c2)n1 | 67.8
CCOc1ccc(N=Nc2sc(Nc3cccc(Nc4nc(C)c(N=Nc5ccc(OCC)cc5)s4)c3)cc2C)cc1 | 91.1
CCN1c2nc3ccccc3nc2SC1Nc1ccccc1 (stereo unspecified) | 102.6
O=S(=O)(O)CCBr | 104.7
Cc1cc(Cl)ccc1OC(C)C(=O)O (stereo unspecified) | 78.9
O=C(O)CCNC1CCCCC1 | 97.5
COc1ccc(/C=N/NC(=O)CNC(=O)Cn2c(=O)[nH]c3ccccc3c2=O)cc1 | 95.0
Cc1nc2ccccc2c(N)c1-c1cc(C)c2c(C)nc3ccccc3c2n1 | -66.5*
CCN1CCN(CCCNc2nccc(-c3cn(-c4ccccc4)nc3-c3ccc(Cl)c(O)c3)n2)S1(=O)=O | 98.2
COc1cc(C2CC(c3ccccc3Cl)=NN2c2ccc(-c3ccccc3)nn2)ccc1F (stereo unspecified) | 95.4
O=C1/C(=C/c2cccc(F)c2)Sc2ccc(F)cc21 | 95.2
COc1ccc(-c2nn(CC(=O)N3CCCC3)c3ncnc(N)c23)cc1 | 99.8
O=C1Nc2ccc(Cl)cc2[C@@](C#CC2CC2)(C(F)(F)F)O1 | 96.5
CC[N+](CC)=c1cc2oc3cc(N(C)C)ccc3nc-2cc1C | -8.4*
O=C1/C(=C/c2ccccc2)Oc2ccc(O)c(I)c21 | 95.4
S=c1nc(-c2nc(=S)[nH]c3c2CCCCC3)c2c([nH]1)CCCCC2 | 85.9
Cn1ncc2ncc(-c3ccc4ncc(C#N)c(N5CCc6cc(F)c(Cl)cc65)c4c3)cc21 | 26.7
O=S1(=O)CCC(N(Cc2ccc(F)cc2)S(=O)(=O)c2ncsc2-c2ccccc2)C1 (stereo unspecified) | 105.1
O=C1/C(=C\c2ccc(Br)o2)SC(=S)N1CCc1ccc(O)cc1 | 42.2
O=C(O)/C=C/c1ccccc1O | 55.5
O=[N+]([O-])c1cccc(-c2nc3cc4nc5ccccc5[nH]c4cc3n2)c1 | 91.5
COc1cccc(C2N3CCCN2CC3)c1 (stereo unspecified) | 82.7
N#Cc1c(-c2ccc(Cl)cc2)nc2n[nH]c(-c3ccc(Cl)cc3)c2c1-c1ccc(C(F)(F)F)cc1 | 1.1*
O=C(Nc1ccccc1C(=O)N/N=C(\c1ccccc1)c1ccccn1)c1ccc(F)cc1 | -1.1*
COc1ccc(OC)c(-c2nc3sccn3c2/C=C/C(=O)c2nccs2)c1 | 88.8
O=C(O)c1ccccc1Oc1cccc(C(F)(F)F)c1 | 97.4
CN(N=O)C(=O)C(=O)N(C)N=O | 104.8
Nc1ccc(Cl)cc1C(=O)N1CCN(c2ccc([N+](=O)[O-])cn2)CC1 | 13.1

A different layout for part of the listing above.
COc1ccc(OC)c(-c2nc3sccn3c2/C=C/C(=O)c2nccs2)c1
  HL-60(TB): 88.8

O=C(O)c1ccccc1Oc1cccc(C(F)(F)F)c1
  HL-60(TB): 97.4

CN(N=O)C(=O)C(=O)N(C)N=O
  HL-60(TB): 104.8

Some of the compounds tested; count on the stated rates, not on these rows.
